Bioassay records from PubChem BioAssay.
CXXC DNA block: MLL CXXC-DNA interaction inhibition; Q03164; MLL-CXXC / FITC-HOXA9 DNA fluorescence polarization; Potency, µM (highest dose often 115 µM), inactives show top-dose activity change, negative = inhibition, actives largely listed as inhibitors; 290,000 tested, 0.037% active; AID 2662; active = well fitted inhibition curve with a large enough effect in the polarisation, with a control signal flat, not every such curve was filed as active; inconclusive = small, poorly fitted or top-dose-only effect, or effect the other way, or a change in a side signal; inactive = no such curve, though single readings can be large or run the other way; the % refers to the polarisation
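Purified MLL-CXXC (added from a 7 uM solution) was preincubated 5 min at ambient with pinned compounds in 50 mM Tris-HCl pH 7.5, 50 mM NaCl, 1 mM DTT, 0.05% BSA. Fluorescein-labeled HOX-A9 DNA (50 nM solution) followed, 30 min, then polarization read.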
Rab9 prom act: Rab9 promoter activation. Huh7 Rab9 promoter-luciferase reporter, luminescence, 24 h. 320,000 tested, 2.8% active. Potency, µM (titrated, usually from 9.22 µM), for inactives: at the highest dose activation, negative = inhibition, actives largely listed as activators; note: % of control where 0% means no effect; nearly all actives have a fitted effect of over 60% in size
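Luminescence read-out: Huh7 cells stably expressing Rab9-luciferase, treated 24 h with compound at 37 °C, then lysed with luciferase reagent for 10 min at ambient before reading.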
BRCA1 expr up: BRCA1 expression activation. MCF7-BRCA1-FFLuc reporter, luminescence, 48 h; response scale: scaled: vehicle 0%, 10 µM genistein 100%. Potency, µM (doses to about 46.1 µM), inactives show at the highest dose activation, actives largely listed as activators. 380,000 tested, 1.1% active; note: nearly all actives have a fitted effect of over 80% in size; some results filed as inactive show a strong effect at the top dose
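Luminescence from a BRCA1-driven firefly luciferase in MCF7 cells was read after 48 h compound exposure at 37 C. Data normalized against DMSO and a 10microM genistein activation control, then curve-fitted across the titration.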
ELG1 genotoxic: induces genotoxicity in HEK293T cells with luciferase-tagged ELG1; HEK293T ELG1-luciferase reporter, luminescence, 16 h; Potency, µM (top dose mostly 46 µM), for inactives: at the highest dose activity change, positive = activation, most hits filed as activators; 330,000 tested, 1.3% active; note: % of control where 0% means no effect; nearly all actives have a fitted effect of over 60% in size
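After overnight (16 hr) compound treatment at 37 °C, ELG1-luciferase HEK293T cells were lysed with ONE-Glo; luminescence quantified 30 min later at room temperature.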
NPC1 promoter act: activators of NPC1 promoter | Huh7 NPC1 promoter luciferase reporter, 24 h | Potency, µM (series often up to 9.22 µM), without a hit: top-dose activation, actives largely listed as activators | 320,000 tested, 2.4% active | AID 485313;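 note: % of control where 0% means no effect; nearly all actives have a fitted effect of over 60% in size; reporter is driven by a mutant NPC1 promoter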
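Quantitative HTS used a cell-based reporter: Huh7 cells stably bearing the NPC1 promoter upstream of luciferase were treated with compounds for 24 h, and promoter activation was read as luminescence.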
RORg inh: ROR gamma (mouse) transcription inhibition; Drosophila S2 Gal4-RORgamma UAS-luciferase reporter, 20 h; Potency, µM (highest dose often 53.6 µM), for the others: at the highest dose activity change, negative = inhibition, hits mostly inhibitors; 310,000 tested, 5.4% active; AID 2551; note: % is set by controls: 0 for no effect and ±100 for the full control effect; nearly all actives have a fitted effect of over 60% in size
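Stable Schneider cell line, Gal4 DNA-binding domain fused to ROR gamma, UAS-luciferase. Cmpd 1 hr RT → CuSO4 700 uM final → 20 hr RT → luciferase reagent 10 min → luminescence.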
FLuc counter: inhibits or activates purified firefly luciferase, miR-21 counter-screen | P08659 | purified FLuc, Km substrates, luminescence inhibition | 360,000 tested, 6.9% active | Potency, µM (series often up to 57.5 µM), inactives show top-dose activity change, negative = inhibition, hits mostly inhibitors;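 note: plate controls were vehicle for no effect and reference inhibitor for full effect; nearly all actives have a fitted effect of over 55% in size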
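Biochemical qHTS of compounds, final roughly 60 µM downward over six points, against 10 nM purified firefly luciferase using Km concentrations of substrates (10 uM D-luciferin, 10 uM ATP) in Tris acetate pH 7.5 buffer; luminescence output.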
p53 reactivator: mutant p53 re-activation in reporter cells | AID 504706 | H1299 p53-A138V BP100-luciferase reporter, luminescence, 24 h | 320,000 tested, 0.063% active | Potency, µM (highest dose often 92.2 µM), inactives show top-dose activity change, positive = activation, actives largely listed as activators; note: % of control where 0% means no effect; nearly all actives have a fitted effect of over 45% in size
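H1299 (p53-null), stable ts p53-A138V + BP100-Luc; 1000 cells/well, Opti-MEM/10% FBS; cpd 4 pt, 1:5; 24 h, 37 deg C, 5% CO2; detection reagent 10 min RT; luminescence.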
MBNL1-CUG inh: blocks human MBNL1 binding to CUG repeat RNA; Potency, µM (top dose mostly 57.5 µM), without a hit: top-dose activity change, negative = inhibition, hits mostly inhibitors; Q9NR56; TR-FRET MBNL1-His/biotin-(CUG)12 binding, 665/545 ratio; 280,000 tested, 0.036% active; active = well fitted inhibition curve with a large enough effect in the signal ratio, with a control signal flat, not every such curve was filed as active; inconclusive = small, poorly fitted or top-dose-only effect, or effect the other way, or a change in a side signal; inactive = no such curve, though single readings can be large or run the other way; the % refers to the signal ratio; note: % is set by controls: 0 for no effect and ±100 for the full control effect
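MBNL1-His + Biotin-(CUG)12, cpd titration 92 nM–58 uM; Tb anti-His Ab 0.055 ng/ul, SA-XL665 5 nM (final); 60 min RT; ratiometric 665/545 nm, Ex 340 nm; normalized to buffer and full-complex controls.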
uPA surface inh: inhibitors of cell surface uPA generation; cell surface uPA generation assay, qHTS; Potency, µM (doses to about 38.3 µM), inactives show at the highest dose activity change, negative = inhibition, most hits filed as inhibitors; 330,000 tested, 0.31% active; AID 540303; active = well fitted inhibition curve with a large enough effect; inconclusive = small, poorly fitted or top-dose-only effect; inactive = no such curve, though single readings can be large or run the other way; tested in mouse RAW 264.7 cells; note: % is set by controls: 0 for no effect and ±100 for the full control effect; nearly all actives have a fitted effect of over 55% in size
Gal4-VP16 FLuc: inhibits Gal4-VP16 luciferase reporter, ROR gamma counter-screen; 310,000 tested, 3.5% active; Drosophila S2 Gal4-VP16 UAS-luciferase, luminescence, 20 h; AID 2546; Potency, µM (titrated, usually from 53.6 µM), without a hit: top-dose activity, negative = inhibition, actives largely listed as inhibitors;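 note: Gal4-VP16 expression switched on by copper sulfate through the metallothionein promoter; % is set by controls: 0 for no effect and ±100 for the full control effect; nearly all actives have a fitted effect of over 50% in size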
Numbers without * were called inactive; ? = inconclusive; . = not tested or not shown; & = joins results of further samples; [ ] = another dose, or the depositor's remark. Unless noted, calls come from the whole dose curve; as a rule, active = well fitted curve in the direction sought with a large enough effect; inconclusive = small, poorly fitted or top-dose-only effect, or another doubt; inactive = no such curve, though single readings can be large; an effect the other way counts as inactive or inconclusive. Potency is the fitted concentration of half-maximal effect.

SMILES | CXXC DNA block | Rab9 prom act | BRCA1 expr up | ELG1 genotoxic | NPC1 promoter act | RORg inh | FLuc counter | p53 reactivator | MBNL1-CUG inh | uPA surface inh | Gal4-VP16 FLuc
COCCCNC(=O)C1CC(=O)N(CCc2ccc(F)cc2)C1 (stereo not given) | -1.6% | 0.0% | -4.5% | 0.8% | -0.9% | -0.4% | -1.6% | . | 1.3% | -1.5% | -3.4%
COC(=O)c1c(C(=O)OC)c2cccc3cc(-c4ccccc4)c4ccc1c4n32 | -2.9% | -5.8% | -1.8% | 16.1% | -25.7% | -10.0% | 2.5% | 0.7% | -0.3% | 4.6% | 16.4%
COc1ccc(CC(=O)Nc2ccc3c(c2)CCC3)cc1 | 1.8% | 0.1% | 41.1% | 4.1% | 10.1% | ? | ? | 20.6% | -14.1% | -1.2% | 29.6%
CCNc1nc(NCC)n2c(SC(C(=O)Nc3cc(C)ccc3C)c3ccccc3)nnc2n1 (stereo not given) | 10.5% | -5.2% | -73.5%[inhibitor] | -4.5% | -0.5% | 3.9% | -1.3% | -3.5% | -15.7% | -0.3% | 0.5%
Cc1cc(C)nc(SC2CCCCC2NS(=O)(=O)c2ccc(Cl)cc2)n1 (stereo not given) | 3.7% | 2.9% | -9.2% | -6.2% | 1.2% | 2.7% | 1.1% | -2.6% | . | 4.1% | ?
Cc1c(C(=O)O)sc(S(=O)(=O)N2CCN(C(=O)CCc3ccccc3)CC2)c1C(=O)O | . | -1.6% | 4.0% | -2.4% | -3.9% | . | 0.5% | 6.9% | . | -2.1% | .
C=CCOc1ccc(Br)cc1CNCCO | 0.5% | -1.0% | 35.2% | -0.4% | -1.3% | 3.6% | 0.8% | -1.6% | 6.1% | 3.2% | -11.7%
CC(C)(C)c1ccc(OCCCNCc2ccccc2)cc1 | 0.9% | -2.7% | -74.6% | -0.5% | -0.6% | -42.4% | 0.9% | 4.6% | -10.3% | 4.9% | -5.1%
CCOc1ccccc1NC(=O)CN1C(=O)CSC(C)C1=O (stereo not given) | 1.4% | -6.1% | -26.2% | 0.5% | -10.8% | 5.1% | -3.2% | -1.8% | -3.4% | 2.2% | -6.9%
O=C(CSc1nnc2ccccn12)Nc1nsc(-c2ccccc2)n1 | 2.7% | -0.4% | 32.8% | -1.6% | 11.0% | 19.1% | 15.1µM* | 10.1% | 0.4% | 3.9% | 7.3%
CC1CC(C)CN(C(=O)CCCn2c(=S)[nH]c3ccccc3c2=O)C1 (stereo not given) | -0.8% | -0.7% | -15.9% | -3.5% | 0.4% | 7.94µM* | 0.5% | -16.8% | -0.4% | 4.0% | 12.6µM*
O=C1COc2ccc(C(=O)COC(=O)CCSc3ccc(Cl)cc3)cc2N1 | -4.3% | -1.3% | -26.2% | -3.2% | -0.4% | -15.0% | -0.6% | -0.1% | 5.6% | 1.4% | -9.0%
Cc1ccccc1-c1nnc(NC(=O)c2cc3ccccc3oc2=O)s1 | 5.4% | 1.4% | . | 5.1% | 1.6% | -24.5% | -0.7% | -0.3% | -23.6% | . | -6.1%
COc1ccc(N(CN2C(=O)c3ccccc3C2=O)C(=O)COc2ccc(Cl)cc2Cl)cc1 | 4.1% | -3.1% | -5.0% | 1.1% | -4.4% | -4.1% | 0.0% | 11.6% | -2.7% | -1.5% | -6.3%
COc1ccc(CCC(C)Nc2ccccc2F)cc1 (stereo not given) | -7.1% | 0.4% | -9.5% | -3.0% | -1.5% | ? | 0.2% | 0.5% | -1.3% | -0.9% | ?
CC(C)C(=O)Nc1ccc(C(=O)N2CCCCCC2)cc1 | 6.0% | 9.7% | 8.6%[1.84 µM] | 0.7% | -0.2% | 2.5% | -2.0% | 1.1% | -10.9% | -0.4% | 9.6%
COc1ccccc1C(=O)N/N=C(\C)CC(=O)Nc1ccc2c(c1)OCCO2 | 2.6% | -7.0% | -35.3% | 7.3% | -0.5% | -36.3% | 1.3% | 6.8% | -3.0% | 14.2% | 12.0%
CC(C)(C)c1ccc(O)c(/C=N\O)c1 | 12.0% | -1.8% | 38.5% | ? | -0.5% | 11.2µM* | ? | ? | -2.5% | -1.8% | ?
O=C(NC1CC2CCCC(C1)N2C(=O)Nc1ccccc1F)C1CC1 (stereo not given) | 0.1% | 9.3% | -1.3% | -0.8% | -2.4% | -14.6% | 4.1% | -0.9% | -0.5% | 4.7% | -6.4%
CC(=O)N1CCN(C(=O)c2ccc(Cl)c(S(=O)(=O)N3CCc4ccccc43)c2)CC1 | . | -1.2% | -6.1% | -3.0% | -6.6% | . | -1.5% | -2.1% | . | -3.4% | .
O=C1/C(=C/c2ccccc2Cl)SC(=S)N1CCCC(=O)N(CCO)c1ccccc1 | 4.4% | -10.7% | -77.5% | -12.3% | -8.6% | 2.24µM* | ? | -12.8% | 18.6% | ? | ?
CCc1ccc(NC(=O)CCC(=O)Nc2nnc(C(F)(F)F)s2)cc1 | 28.1% | 0.4% | 30.9% | 9.4% | 20.6% | 17.5% | 26.9µM* | 37.6% | 0.8% | 6.9% | 9.3%
NC(=O)NC(=O)CSc1nnc(-c2ccc(Cl)cc2)n1CC1CCCO1 (stereo not given) | 2.1% | 9.5% | 11.7% | 0.0% | -4.4% | 10.2% | -0.2% | -3.6% | . | -5.2% | 0.2%
CN(O)/C=C/C(=O)c1ccc(Br)cc1 | 14.8% | 0.0% | 0.5% | -2.5% | 7.9% | -42.5% | -15.8% | 1.3% | . | -3.4% | 3.4%
Cc1ccccc1-c1nc2cc(NC(=O)C3CC3)ccc2o1 | 10.5% | 0.501µM* | 139.4% | 4.61µM* | 0.447µM* | -19.3% | 1.69µM* | . | 22.1% | -5.8% | -1.1%
CCCCN(C)CCCNC(=O)CN1C(=O)COc2ccc(S(=O)(=O)N3CCOCC3)cc21 | -6.0% | -5.4% | 7.3%&2.7% | 4.6% | 2.2% | -19.4% | 1.5%&3.9% | -2.3% | -1.9% | 5.3% | -3.0%
CC(C)CN(C(=O)CCC(=O)OCC(=O)c1ccc(F)c(F)c1)c1c(N)n(CC(C)C)c(=O)[nH]c1=O | 6.2% | 28.0% | 21.0% | 0.6% | -4.2% | -3.2% | -0.1% | 7.1% | -2.0% | 4.5% | 0.7%
CCCCc1ccc(NC(=O)COCC)cc1 | -8.3% | 25.1% | 26.5% | 20.6µM* | 12.7% | ? | 19µM* | ? | -4.7% | -3.6% | 3.0%
CCCCC1OC2(C)OC(=N)C1(C#N)C(C#N)(C#N)C2c1ccccc1 (stereo not given) | 22.4µM* | -3.1% | -13.4% | 0.2% | -3.4% | -14.1% | 4.6% | -11.8% | 13.8% | 0.5% | 1.1%
CC1CCCCN1Cc1ccc(N)cc1 (stereo not given) | -4.7% | 3.1% | -28.6% | 0.6% | 3.6% | -18.4% | 1.1% | -12.2% | -0.8% | 2.9% | -3.8%
O=C(O)c1ccc(NS(=O)(=O)/C=C/c2ccccc2)cc1O | -14.5% | -0.8% | 0.8% | -1.1% | 3.1% | 1.3% | -5.4% | 17.7% | 3.7% | 6.3% | -13.3%
Nc1ccc(S(=O)(=O)NCc2ccccn2)cc1 | -4.4% | -1.2%[1.84 µM] | -3.9% | -0.8% | -1.4% | -0.1% | 7.5% | 2.0% | 0.3% | -2.0% | 6.3%
Fc1ccc(-c2cnc3n2CCCCC3)cc1 | 28.9% | -11.8% | -4.1% | -1.0% | -1.0% | 11.2µM* | 4.1% | 0.4% | -0.8% | 2.0% | -14.5%
O=C(c1cccs1)N1CCN(c2ncccn2)CC1 | 18.6% | 1.9% | 0.7% | -0.6% | -1.9% | -0.3% | 4.9% | -0.4% | -2.9% | 1.8% | 10.3%
CN(C)CCOC(=O)/C(=C/c1cn(C)c2ccccc12)NC(=O)c1ccccc1 | 6.0% | 1.8% | -46.1% | -4.7% | -0.3% | 25.8% | -1.0% | 0.2% | . | -3.9% | -3.3%
Cc1ccc(S(=O)(=O)c2cc3ccccc3oc2=O)cc1 | -11.2% | 18.9% | -47.3% | -3.7% | 0.8% | -5.7% | -4.2% | 3.6% | 7.6% | 4.5% | -1.6%
CCS(=O)(=O)c1ccc2c(c1)N(S(=O)(=O)c1ccc(Cl)cc1)CC(C(=O)O)O2 (stereo not given) | -38.6% | -0.6% | 0.0% | 0.6% | 0.2% | 5.3% | -7.3% | 2.8% | -2.2% | 3.0% | -8.5%
COc1cccc2c1cc1c(=O)n(CC(=O)N3CCCCCC3)nc(C)n12 | -6.4% | -5.5% | -35.2% | 3.3% | 2.7% | -4.7% | 0.2% | 2.4% | 5.3% | 9.8% | 3.2%
O=C1OCC/C1=C\c1ccc2c(c1)OCO2 | -7.5% | -2.2%[1.84 µM] | 8.0% | -8.6% | -1.7% | 2.8% | -16.8% | 7.4% | ? | -1.1% | 26.9%

The list is partial. The share of hits here may be higher or lower than overall.
